Bioassay records from PubChem.
SENP8 block-1: SENP8 protease inhibitors, primary screen, biochemical, luminescence; 330,000 compounds, 1.2% hits; AID 2540, 2010; inhibition, % at 10 µM; purified SENP8, Z-RLRGG-aminoluciferin cleavage; Sentrin-specific protease 8 (Homo sapiens), Q96LD8; in the data active means inhibition above about 50%
SENP7 block: SENP7 protease inhibitors, primary screen, biochemical, luminescence, uHTS; inhibition, % at 5 µM; Sentrin-specific protease 7 (Homo sapiens), Q9BQF6; recombinant SENP7, Z-RLRGG-aminoluciferin luminescence, 40 min; 330,000 compounds, 1.5% hits; AID 434973, 2010;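 active means inhibition above about 50% at the single test dose, limit read from the data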;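 further: plate controls were DMSO with enzyme for no effect and no enzyme buffer wells for full effect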
beta cell repl: inducers of MIN6 beta-cell proliferation, primary screen, ATP luminescence, uHTS. 330,000 compounds, 0.29% hits. AID 2380, 2010. MIN6 cells proliferation, ATPlite luminescence, 48 h; cells starved in 0.2% serum; 100% = growth in 10% serum. proliferation, % at 10 µM;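 active means compounds whose signal lies at least 3.5 SD above the mean of all wells on their plate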;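 further: 0% = DMSO-treated cells in low-serum medium and 100% = 10% serum control; some compounds called inactive have numbers as strong as hits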
SENP1 FRET inh: human SENP1 catalytic domain inhibitors, primary screen, biochemical, FRET, uHTS; inhibition, % at 10 µM; AID 624204, 2012; Sentrin-specific protease 1 (Homo sapiens), Q9P0U3; recombinant SENP1 catalytic domain, CyPet-SUMO1-YPet FRET cleavage; 360,000 compounds, 0.21% hits;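 active means inhibition at least 30% at 10 µM, raw YFP signal under a set limit, fluorescence ratio 0.5 to 1.5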;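 further: 0% = enzyme with DMSO and 100% = no enzyme wells; some results filed as inactive read as strong as hits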
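Test system: recombinant human SENP1 catalytic domain, His6-tagged / Medium: pH 8 Tris buffer with EDTA, NaCl, BME, BSA, NP40, catalase / Also added: SUMO1 FRET substrate flanked by Cypet and Ypet, 25 nM / Times: 50 min reaction at room temperature / Signal: FRET, CFP and YFP emission / Control set: no-enzyme low control and enzyme-plus-DMSO high control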
HKDC1 inhibitor: HKDC1 hexokinase inhibitors, primary screen, biochemical, fluorescence, uHTS. Q2TB90. recombinant HKDC1, G6PDH/diaphorase resazurin coupled fluorescence. inhibition, % at 20 µM. 340,000 compounds, 0.16% hits. AID 493160, 2011;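 active means inhibition above about 35% when tested at 20 µM, limit read from the data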;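 further: plate controls were DMSO wells with enzyme for no effect and DMSO wells lacking enzyme for full effect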
Target sequence (Q2TB90 whole entry, looked up): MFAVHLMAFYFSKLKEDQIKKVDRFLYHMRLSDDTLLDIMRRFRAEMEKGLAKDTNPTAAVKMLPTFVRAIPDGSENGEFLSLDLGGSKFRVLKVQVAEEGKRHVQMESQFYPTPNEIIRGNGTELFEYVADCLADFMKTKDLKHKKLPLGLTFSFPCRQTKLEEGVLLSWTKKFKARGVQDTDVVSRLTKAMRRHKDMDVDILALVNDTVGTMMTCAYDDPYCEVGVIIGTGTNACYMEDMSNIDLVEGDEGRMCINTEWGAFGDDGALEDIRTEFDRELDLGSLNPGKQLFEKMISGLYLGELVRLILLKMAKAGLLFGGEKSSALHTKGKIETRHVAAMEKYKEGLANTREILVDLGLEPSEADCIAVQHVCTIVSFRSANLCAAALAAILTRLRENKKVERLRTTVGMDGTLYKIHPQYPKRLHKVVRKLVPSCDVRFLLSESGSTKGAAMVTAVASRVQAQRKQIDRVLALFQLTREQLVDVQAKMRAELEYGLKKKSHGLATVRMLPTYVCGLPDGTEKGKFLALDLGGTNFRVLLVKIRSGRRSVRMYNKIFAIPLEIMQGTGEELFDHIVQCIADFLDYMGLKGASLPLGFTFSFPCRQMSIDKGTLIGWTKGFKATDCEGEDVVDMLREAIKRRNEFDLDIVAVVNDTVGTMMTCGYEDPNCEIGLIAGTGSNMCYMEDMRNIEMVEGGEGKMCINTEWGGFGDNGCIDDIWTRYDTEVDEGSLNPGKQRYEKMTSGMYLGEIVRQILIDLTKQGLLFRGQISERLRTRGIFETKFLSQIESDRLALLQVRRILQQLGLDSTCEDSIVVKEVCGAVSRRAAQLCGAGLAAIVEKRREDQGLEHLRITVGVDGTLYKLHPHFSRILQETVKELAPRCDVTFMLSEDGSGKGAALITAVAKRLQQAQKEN
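Test system: recombinant HKDC1 (HK5) hexokinase enzyme, produced in-house; Amount: enzyme 5 µg/mL final; Buffer or medium: Tris pH 8.0 buffer with MgCl2, Tween-20, BSA, BME; Reagent: glucose and ATP substrates; Doses: 20 µM test compound, 1% DMSO; Incubation: 90 min reaction incubation at room temperature, dark; Detection: resorufin fluorescence at 613 nm.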
SENP6 block: SENP6 protease inhibitors, primary screen, biochemical, luminescence, uHTS; 330,000 compounds, 1.8% hits; AID 2599, 2010; inhibition, % at 10 µM; Recombinant SENP6 catalytic domain, aminoluciferin luminescence;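 active means inhibition above about 50% at the single tested dose, limit read from the data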;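 further: plate controls were DMSO wells with enzyme for no effect and DMSO wells lacking enzyme for full effect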
PfG6PD inh: PfG6PD enzyme inhibitors, primary screen, biochemical, fluorescence intensity, uHTS | glucose-6-phosphate dehydrogenase-6-phosphogluconolactonase (Plasmodium falciparum 3D7) | PfGluPho enzyme, NADPH resazurin-diaphorase fluorescence | inhibition, % at 20 µM | 350,000 compounds, 0.78% hits;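 active means inhibition reaching at least a set limit at 20 µM in the primary screen, cut at about 59% in these data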;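 further: 0% = DMSO wells with substrate and 100% = DMSO wells lacking glucose-6-phosphate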
UBC13 polyUb: UBC13 polyubiquitin chain formation inhibitors, primary screen, biochemical, TR-FRET, uHTS. Ubiquitin-conjugating enzyme E2 N (Homo sapiens), P61088. inhibition, % at 20 µM. 330,000 compounds, 0.47% hits. AID 485273, 2010; in the data active means inhibition above about 45%, passing the limit was not always enough
Target sequence (P61088 whole entry, looked up): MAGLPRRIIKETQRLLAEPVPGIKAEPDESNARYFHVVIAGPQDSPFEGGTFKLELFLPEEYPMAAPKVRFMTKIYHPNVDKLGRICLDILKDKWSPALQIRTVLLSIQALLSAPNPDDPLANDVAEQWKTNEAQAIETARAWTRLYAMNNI
SENP8 block-2: human SENP8 protease inhibitors, primary screen, biochemical, fluorescence, Nedd8 protein substrate, uHTS. inhibition, % at 20 µM. 360,000 compounds, 0.64% hits. Sentrin-specific protease 8 (Homo sapiens), Q96LD8. AID 602440, 2012. recombinant SENP8; in the data active means inhibition mostly above about 40%, no sharp cut-off; inactive means mostly below about 27%
Numbers without * were called inactive; i = inactive; . = no result given.

A first look, 4 compounds:
SMILES | SENP8 block-1 | SENP7 block | beta cell repl | SENP1 FRET inh | HKDC1 inhibitor | SENP6 block | PfG6PD inh | UBC13 polyUb | SENP8 block-2
Cc1c(SCCO)c(=O)[nH]c2cc3c(cc12)OCO3 | 1.6 | 0.9 | 1.3 | 1.2 | 9.1 | 9.0 | 4.7 | 7.3 | -281.6
CCCCn1nc(C(=O)Nc2ccc3c(c2)OCO3)c2ccccc2c1=O | -1.4 | 7.4 | 4.6 | 1.7 | -4.4 | 0.8 | 9.1 | 11.7 | 9.4
Cc1ccc(S(=O)(=O)N(CC(=O)NCc2ccccc2)C(=O)N2CCN(C)CC2)cc1 | -8.4 | 11.7 | 0.6 | 0.1 | -3.6 | -14.8 | -2.8 | -4.5 | 14.8
CCCCCC(N)=O | 11.9 | 0.8 | 0.0 | -1.0 | -4.5 | -10.7 | 2.5 | -3.9 | 10.8

This part in full, from the first entry:
SMILES | SENP8 block-1 | SENP7 block | beta cell repl | SENP1 FRET inh | HKDC1 inhibitor | SENP6 block | PfG6PD inh | UBC13 polyUb | SENP8 block-2
Cc1c(SCCO)c(=O)[nH]c2cc3c(cc12)OCO3 | 1.6 | 0.9 | 1.3 | 1.2 | 9.1 | 9.0 | 4.7 | 7.3 | -281.6
CCCCn1nc(C(=O)Nc2ccc3c(c2)OCO3)c2ccccc2c1=O | -1.4 | 7.4 | 4.6 | 1.7 | -4.4 | 0.8 | 9.1 | 11.7 | 9.4
Cc1ccc(S(=O)(=O)N(CC(=O)NCc2ccccc2)C(=O)N2CCN(C)CC2)cc1 | -8.4 | 11.7 | 0.6 | 0.1 | -3.6 | -14.8 | -2.8 | -4.5 | 14.8
CCCCCC(N)=O | 11.9 | 0.8 | 0.0 | -1.0 | -4.5 | -10.7 | 2.5 | -3.9 | 10.8
CC(=O)/C(=N/Nc1cccc(Cl)c1)Sc1nnc(C(O)c2ccccc2)n1-c1ccccc1 (stereo not drawn) | -3.2 | -5.5 | -2.7 | 1.1 | -7.5 | -2.0 | 2.5 | -2.2 | 13.2
O=C(O)c1cccc(Nc2nc(-c3cccnc3)nc3ccccc23)c1 | 0.8 | 7.4 | 0.0 | -18.2 | -3.3 | 8.1 | -8.7 | 3.0 | -311.4
S=C(NC12CC3CC(CC(C3)C1)C2)N1CCOCC1 | 3.5 | -4.1 | -2.9 | 0.9 | -2.0 | -17.9 | -14.8 | 4.0 | 14.2
CCOc1cc(-c2nn3cnnc3s2)cc(OCC)c1OCC | -1.5 | 0.7 | -2.0 | -2.1 | -7.6 | -14.1 | 15.2 | -0.8 | -122.5
CCOC(=O)c1c(NC(=O)CSc2nnc(-c3ccco3)o2)sc(C(C)=O)c1C | 1.4 | 5.8 | -2.7 | 11.9 | 4.5 | -16.7 | 5.6 | -1.5 | 1.2
Cc1cc(C(=O)COC(=O)C2=COCCO2)c(C)n1-c1ccccc1 | 83.0* | 84.6* | -6.5 | -3.1 | -5.1 | 85.4* | 45.5 | 6.8 | 25.8
Cc1[nH]n(-c2ccccc2)c(=O)c1/C=N/N1CCOCC1 | -0.2 | 6.0 | -1.5 | 0.0 | -1.7 | -6.6 | -9.4 | -3.3 | 28.0
C=CC[C@H](CC(=O)N[C@H](CO)Cc1ccccc1)C(=O)N[C@H](COC(=O)[C@H](CC=C)CC(=O)OC(C)(C)C)Cc1c[nH]c2ccccc12 | -6.1 | -1.4 | -4.9 | 2.2 | -0.7 | -4.6 | 11.0 | 13.4 | 9.1
COc1cc(/C=C2\SC(=S)N(CC(=O)Nc3ccccn3)C2=O)cc(OC)c1OC | -2.7 | -0.6 | -2.1 | 10.7 | -5.5 | -7.6 | 5.0 | 0.8 | 16.6
CSC1=Nc2sc3c(c2C2=NCCN12)CC(C)(C)OC3 | . | . | . | -39.8 | -5.5 | . | 19.5 | . | -88.7
CCNC(=O)N(C)C[C@H]1N[C@@](CC)(C(=O)OC)[C@H]2C(=O)N(Cc3ccccc3)C(=O)[C@@H]12 | -2.1 | 6.7 | 2.9 | 2.2 | -4.8 | -9.1 | -8.8 | 1.5 | 11.5
Cc1ccc(CN2C(=O)c3ccccc3NC23CCN(Cc2ccccc2)CC3)cc1 | -4.0 | -0.9 | -5.1 | 0.5 | -3.1 | -32.0 | 9.8 | 14.7 | -389.2
COc1ccc(NC(=O)CN2C(=O)CC(C)S(=O)(=O)c3ccccc32)cc1 (stereo not drawn) | -11.2 | -8.2 | -2.5 | 1.3 | -3.6 | -4.4 | 24.7 | -7.9 | 24.9
CC(C)(C)OC(=O)NCCCCC1=CC2=CC(=O)C(C)(OC(=O)c3cnc4ccccc4n3)C(=O)C2=CO1 (stereo not drawn) | -5.0 | 4.2 | -2.7 | . | . | 9.0 | . | -74.9 | .
Cc1ccc(-c2cc(-c3ccccc3Cl)c(C#N)c(N)n2)o1 | -3.2 | -1.5 | -3.0 | -20.6 | 9.0 | -3.1 | 56.0 | 6.9 | i
COc1ccc(NC(=O)/C=C/c2cccc(C(F)(F)F)c2)cn1 | -7.5 | -4.6 | -1.8 | -1.3 | 3.1 | -16.3 | 6.6 | -3.0 | 4.2
CC(=O)Nc1ccccc1P(=O)(c1ccccc1)c1ccccc1OC(C)=O (stereo not drawn) | 0.1 | 1.1 | 0.6 | -0.2 | -2.1 | -40.1 | -13.2 | 5.4 | 3.7
O=C1C(=C2CCCCC2)SC(=S)N1Cc1ccco1 | -4.7 | -8.3 | -2.8 | 4.4 | 2.8 | -4.1 | 14.6 | -4.7 | 12.1
CCCCC(OC(=O)CN1C(=O)COc2ccccc21)C(=O)NC1CCCCC1 (stereo not drawn) | 5.8 | -5.7 | 10.9* | -0.7 | -6.1 | 8.5 | 1.4 | 3.6 | 21.2
Cc1ccc(-c2nc(CS(=O)CC(=O)NCCCN3CC(C)CC(C)C3)c(C)o2)cc1 (stereo not drawn) | 3.3 | -0.1 | -0.4 | 2.5 | -5.2 | -18.6 | -10.0 | -5.0 | 6.4
CCOc1cc(-c2nnc(-c3ccco3)o2)cc(OCC)c1OCC | -11.8 | -8.4 | -1.2 | -4.7 | 13.3 | -9.1 | 8.7 | 1.6 | -284.8
O=C(O)c1ccccc1NS(=O)(=O)c1ccc(NNC(=S)Nc2ccc(OC(F)F)cc2)c([N+](=O)[O-])c1 | . | . | . | 2.0 | -9.1 | . | -1.4 | . | 23.1
O=C(Nc1nccs1)c1cccnc1Cl | -6.1 | -6.5 | -3.3 | 0.8 | 1.3 | -8.8 | -4.4 | -7.3 | 17.8
CCN(CC)CCOc1cc2c(nn1)Oc1ccccc1N2C | -1.0 | 9.3 | -1.4 | 1.3 | -0.1 | -47.7 | 2.9 | 11.9 | -283.1
COC(=O)C1=CN(Cc2ccc(OC)cc2)C=C(C(=O)OC)C1c1ccsc1 | -5.3 | -2.5 | -2.3 | -155.7 | -7.7 | 2.0 | 10.5 | 10.2 | -364.6
CC(NC(=O)CCCn1cc([N+](=O)[O-])cn1)c1ccccc1 (stereo not drawn) | -5.6 | -11.8 | -2.4 | 1.0 | -4.5 | 14.6 | -9.2 | -12.0 | 14.4
COc1ccc(CNc2ccc(-c3ccccc3OC)nn2)cc1 | -7.4 | -12.1 | -2.3 | 0.9 | -3.9 | -0.9 | 2.0 | -2.0 | -7.6
CCc1cc(=O)oc2c(C)c(OC(C)C(=O)NCCCN3CCOCC3)ccc12 (stereo not drawn) | -11.1 | 4.7 | -1.3 | 0.2 | 1.4 | 2.8 | -9.3 | 2.7 | -113.9
CCOc1cc(/C=C/c2nc3ccccc3s2)ccc1OCC(=O)N1CCOCC1 | -4.8 | 3.3 | -0.3 | -18.8 | 2.8 | -18.7 | 0.1 | 25.1 | -427.2
Cn1c(=O)c2c(nc(CN3CCOCC3)n2CCc2ccccc2)n(C)c1=O | -9.4 | 10.7 | -1.9 | 0.7 | 1.5 | -12.0 | 8.6 | -2.6 | 14.0
CC(C)CC(OC(=O)c1nsc(Cl)c1Cl)C(=O)NC1CCCC1 (stereo not drawn) | 7.7 | -0.7 | 0.0 | 1.0 | -2.7 | -4.5 | 4.2 | -0.8 | 8.5
O=S(=O)(c1cccc(Cn2nnc(-c3ccc(F)cc3)n2)c1)N1CCOCC1 | 2.9 | -2.0 | -5.8 | 1.7 | -1.7 | -12.1 | 1.7 | -7.3 | -2.7
Nc1c(Cl)ncnc1N/N=C/c1ccc(O)cc1 | 94.7* | 95.6* | -2.3 | 1.4 | -3.8 | 96.3* | 15.9 | 0.3 | -137.4
CCOC(=O)C1(C)NC(c2ccc(OC)c(OC)c2)C2C(=O)N(CC)C(=O)C21 (stereo not drawn) | 1.1 | 0.6 | -0.9 | 1.1 | -4.2 | -4.6 | -9.4 | -1.3 | 19.1
Cc1cc2nc3n(c2cc1C)CC1CC(C(=O)NCc2ccccc2)N(C)C31 (stereo not drawn) | 0.6 | -2.4 | -0.2 | 3.3 | -1.2 | 7.3 | 7.2 | -3.1 | 15.7
CCS(=O)(=O)CCSC1OC(COC(C)=O)C(OC(C)=O)C(OC(C)=O)C1OC(C)=O (stereo not drawn) | -0.5 | -4.2 | 0.1 | 0.1 | -2.6 | 11.6 | -1.3 | -5.8 | 26.6
O=C(O)C1CCCCC1C(=O)Nc1ccc(S(=O)(=O)N2CCCC2)cc1 (stereo not drawn) | -10.0 | -3.5 | 1.1 | 3.6 | -3.0 | -3.6 | 15.9 | -6.6 | 3.1
COc1ccc(C2=NN(C(=O)c3ccco3)C(c3ccco3)C2)cc1OC (stereo not drawn) | 7.3 | 0.6 | 1.7 | -2.8 | -3.0 | -26.9 | -6.8 | 0.3 | -44.0
Cn1c2ccccc2c2nnc(SCC(=O)NC3CC3)nc21 | -13.4 | -6.9 | -1.8 | -2.0 | -4.4 | -26.3 | 13.6 | -9.7 | 4.7
CC(C)(C)OC(=O)C[C@@H]1C/C=C\C[C@@H](CC(=O)N[C@@H](CO)Cc2ccccc2)C(=O)NCCOC1=O | 1.5 | 0.7 | -2.2 | 0.1 | -4.3 | -18.5 | 6.3 | 4.2 | 5.7
COc1cc(NC(=S)NC(=O)c2ccc(C)cc2C)ccc1NC(=O)c1cccs1 | -11.6 | -11.9 | -4.5 | 0.4 | 3.2 | -10.1 | -2.7 | -14.8 | -39.0
CCN1CCN(C(c2cccs2)C(C)NC(=O)c2cccnc2)CC1 (stereo not drawn) | -1.8 | -1.3 | 0.4 | 0.0 | -2.6 | 1.1 | -12.3 | 11.6 | 4.5
